# TbREL1 inh: TbREL1 RNA ligase inhibitors, primary screen, biochemical, FRET fluorescence. actives 0.49% (n = 89,000). TbREL1 RNA ligation. inhibition, % at 9.66 µM. AID 1117264, 2014. RNA-editing ligase 1, mitochondrial (Trypanosoma brucei brucei), P86926;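 active means inhibition above the mean inhibition across all screened compounds plus 3 SD, cut at about 11% in these data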;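 further: 0% = plate median of test wells and 100% = NSC42067 control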
# Target sequence (P86926 whole entry, looked up): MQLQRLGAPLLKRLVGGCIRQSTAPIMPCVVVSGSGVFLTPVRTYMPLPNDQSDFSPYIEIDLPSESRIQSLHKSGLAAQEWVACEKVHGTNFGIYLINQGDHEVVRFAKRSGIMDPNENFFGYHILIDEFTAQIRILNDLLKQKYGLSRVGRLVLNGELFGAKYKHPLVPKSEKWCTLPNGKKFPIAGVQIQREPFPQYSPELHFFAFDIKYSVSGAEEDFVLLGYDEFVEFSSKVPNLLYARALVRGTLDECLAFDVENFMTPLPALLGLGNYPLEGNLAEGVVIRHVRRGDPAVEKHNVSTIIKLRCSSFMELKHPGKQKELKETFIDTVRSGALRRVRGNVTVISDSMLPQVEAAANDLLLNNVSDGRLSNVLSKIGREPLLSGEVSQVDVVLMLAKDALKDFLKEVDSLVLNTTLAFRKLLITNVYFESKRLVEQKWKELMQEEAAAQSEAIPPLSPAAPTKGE
# Starred values were filed as active, the others as inactive. A portion of the library, so the mix of outcomes need not match the whole.
SMILES,TbREL1 inh
O=C(Nc1ccccc1N1CCCC1)c1ccco1,-4
CCc1nnc(NC(=O)c2cccc(S(=O)(=O)N3CCN(c4ccccc4)CC3)c2)s1,-1
COc1ccccc1-c1c(C)nn2c(C)c(C(C)=O)cnc12,0
Cc1c(NC(=O)COC(=O)/C=C/c2ccc(Cl)cc2)c(=O)n(-c2ccccc2)n1C,-2
C[C@H]1CNC(=O)c2c(C(=O)N3CCN(C(=O)OC(C)(C)C)CC3)ncn21,3
COC(=O)[C@]12C[C@H](CC(=O)NCc3cccc(C(F)(F)F)c3)C(=O)N(Cc3ccc(Cl)cc3Cl)C1=C[C@H](C1CCCC1)O[C@@H]2C,5
CCCCc1ccc(NC(=O)CC(C)=O)cc1,-4
Cc1cc(NC(=O)COC(=O)C2CC(=O)N(c3cccc(Cl)c3)C2)no1 (stereo not drawn),1
N#Cc1c(-c2ccccc2)ccnc1Oc1ccccc1,-1
Cc1ccc(C(=O)NC(=S)NNS(=O)(=O)c2ccccc2)cc1,-5
O=C(CCN1CCOCC1)NNC(=O)/C(=C/c1ccccc1)NC(=O)c1ccccc1,-1
Cc1cc(-n2nc(C)cc2C)nc(NS(=O)(=O)c2ccccc2Cl)n1,-1
N=C1C(c2ccccc2)=C(O)C2CCc3ccccc3N12 (stereo not drawn),-3
COCCn1c(=S)[nH]c2cc(C(=O)N3CCC(C(N)=O)(N4CCCCC4)CC3)ccc2c1=O,-2
Cc1ccc(NC(=O)CN2C(=O)NC3(CCCc4ccccc43)C2=O)c(C)c1 (stereo not drawn),-2
C=CCN1C=CC(=O)[C@@H](OC(=O)Nc2ccc(Br)cc2)[C@H]1c1ccccc1Br,-2
Cc1ccc2oc(C(=O)NCc3ncc(C)[nH]3)c(C)c2c1,5
CN1CCCC(CC2Oc3ccccc3Sc3ccccc32)C1 (stereo not drawn),9
COc1cccc(/C=N/NC(=O)C(C)Cn2cnc3ccccc32)c1 (stereo not drawn),0
COc1ccc2c(c1)C1CC(C)(NC(=O)C1C(=O)c1ccccc1)O2 (stereo not drawn),-1
CCC(=O)N1CCc2nc(-c3ccccc3)sc2C1,5
CCCCNC(=O)[C@H]1C[C@H]1[C@@H](O)[C@H](CO)NC(=O)[C@H](Cc1ccccc1)NC(=O)OC(C)(C)C,-2
O=C(NC1CCCC1)C(c1ccccc1F)N(C(=O)c1csnn1)C1CC1 (stereo not drawn),-3
CCOC(=O)c1c(O)c2ccccc2oc1=O,-1
CN(CC(=O)N1CCN(Cc2ccccc2)CC1)S(=O)(=O)c1ccc(F)cc1,-1
Cc1onc(-c2ccccc2Cl)c1C(=O)Nc1ccc(Cl)cn1,-1
CCc1ccccc1NC(=O)CNC(=O)CSC(=S)N1CCCC1,4
Cc1cccc(-n2c(SCC(N)=O)nnc2-c2ccccn2)c1C,1
O=C(CSc1nc2ccccc2nc1N1CCCCC1)N1CCN(C(c2ccccc2)c2ccc(Cl)cc2)CC1 (stereo not drawn),0
COc1ccc(CNc2nc(SC)n[nH]2)cc1OC,-4
O=C(CON=C1c2ccccc2-c2ccccc21)NC12CC3CC(CC(C3)C1)C2,3
COc1ccc(C(=O)Oc2ccc(C)cc2)cc1S(=O)(=O)N1CCOCC1,-1
COc1ccc(CCNC(=O)CSc2nc(N)c(C#N)c(-c3cccs3)c2C#N)cc1OC,-1
COc1ccccc1C(=O)NCCCNC(=O)c1cccnc1,0
c1ccc(-c2csc3ncnc(N4CCOCC4)c23)cc1,-1
C[C@@H]1CC=C[C@H]2[C@H]1C(=O)N(Cc1ccccc1)[C@H]2c1ccc(Br)cc1F,2
Cc1cccc(NC(=O)C2CCCN(S(=O)(=O)c3c(C)nn(C)c3C)C2)n1 (stereo not drawn),2
COc1ccc(CC(=O)Oc2ccccc2[N+](=O)[O-])cc1,0
C#CCNC(=O)C[C@@H]1C[C@@]2(C(=O)OC)CC(C)(C)CC=C2N(Cc2ccccc2)C1=O,-3
C/C=C1\COC(C(=O)NCc2cccc(OC)c2OC)(C(F)(F)F)C=C1C=C1CCCCC1 (stereo not drawn),1
COCCOC(=O)C1=C(C)N=C2SCCC(=O)N2C1c1ccc(C(=O)OC)cc1 (stereo not drawn),0
COc1ccc(CN(C)CC(=O)Nc2cc3oc4ccccc4c3cc2OC)c(OC)c1,1
CC(=O)c1cccc(NC(=O)CN2C(=O)COc3ccc(S(=O)(=O)N4CCOCC4)cc32)c1,-1
Cc1cc(C)nc(NC2=NCC(=O)N2c2ccc(Cl)cc2)n1,0
O=C(c1ccco1)N1CCN(Cc2cn[nH]c2-c2cccc3ccccc23)CC1,-1
Cc1cc(C)c(C(=O)/C=C/c2cccs2)c(=O)[nH]1,8
CNS(=O)(=O)c1ccc2c(c1)[nH]c(=S)n2C,-4
C=C1CCN([C@H](C(=O)NCc2ccccc2)C(C)C)S(=O)(=O)c2ccccc21,-1
O=C(NNC(=O)c1ccccc1O)c1ccc(Cl)c(S(=O)(=O)N2CCCCC2)c1,2
Cc1nn(-c2ccccc2)c2sc(C(=O)N3CCN(Cc4ccccc4)CC3)cc12,1
CCCCn1c(N)c(N(CCC(C)C)C(=O)CSc2nnc3ccccn23)c(=O)[nH]c1=O,-1
O=C(c1ccco1)n1nc(-c2ccccc2)nc1NCc1ccco1,7
Nc1nc(SCC(=O)c2c(N)n(Cc3ccccc3)c(=O)[nH]c2=O)n[nH]1,-1
Cc1cccn2c(=O)c(C=O)c(Sc3ncccn3)nc12,0
O=C1c2ccccc2C(c2nnnn2-c2ccc3c(c2)OCCO3)N1CCc1ccc(O)cc1 (stereo not drawn),5
O=C(NC(=S)Nc1ccccc1O)c1ccccc1Cl,-1
Cc1cc(NS(=O)(=O)c2ccc(NC(=O)C(C)Oc3ccccc3Cl)cc2)no1 (stereo not drawn),-1
Cc1cccc(Cn2cc(COC(=O)Nc3ccc(F)cc3)nn2)c1,15*
O=C(c1ccc(F)cc1Cl)N(Cc1ccco1)C1CCS(=O)(=O)C1 (stereo not drawn),0
COc1ccc(-c2c[n+](CC(=O)OC3CC(C)CCC3C(C)C)c3n2CCC3)cc1 (stereo not drawn),15*

# Structures listed so far containing two or more sulfur atoms:
SMILES,TbREL1 inh
CCc1nnc(NC(=O)c2cccc(S(=O)(=O)N3CCN(c4ccccc4)CC3)c2)s1,-1
Cc1ccc(C(=O)NC(=S)NNS(=O)(=O)c2ccccc2)cc1,-5
CCc1ccccc1NC(=O)CNC(=O)CSC(=S)N1CCCC1,4
COc1ccc(CCNC(=O)CSc2nc(N)c(C#N)c(-c3cccs3)c2C#N)cc1OC,-1
CNS(=O)(=O)c1ccc2c(c1)[nH]c(=S)n2C,-4

# Following part:
SMILES,TbREL1 inh
CCCCn1c(SCC(=O)Nc2sc3c(c2C(N)=O)CCC3)nnc1-c1ccccc1,-5
CC12CCC(C(=O)Nc3cccc4ccccc34)(C1Br)C2(C)C (stereo not drawn),3
COc1cc(C)c(S(=O)(=O)N2CCCC2)cc1C,-2
CCOC(=O)c1cnc(SC)nc1Oc1cccc(NS(=O)(=O)c2ccccc2)c1,-1
CS(=O)(=O)N(CC(=O)N1CCC(C(N)=O)CC1)Cc1ccc(Cl)c(Cl)c1,2
CCN1C(=O)N2C[C@H]3CON(C)[C@H]3C[C@H]2c2ccccc21,-2
CCn1cc(C(=O)N2CCN(c3cccc(Cl)c3)CC2)c2cc(OC)c(OC)cc2c1=O,-1
Cc1cc(C)c(S(=O)(=O)N(CC(=O)NCc2cccnc2)C2CCCCC2)c(C)c1,0
COc1ccc(C2/C=C\CN(C(=O)C3CCCC3)CC(=O)N2Cc2ccc(F)cc2)cc1 (stereo not drawn),-2
COc1ccc(/C=C/C(=O)Nc2ccc(S(=O)(=O)N3CCOCC3)cc2)c(OC)c1,4
C#CCOc1ccc(/C=C2\SC(=S)N(Cc3cccnc3)C2=O)cc1,-1
CCOC(=O)Nc1ccc(C)cc1C,2
CCN(CC)CCn1c(=S)[nH]c2cc(C(=O)NCc3ccccc3)ccc2c1=O,-3
COc1ccc(NC(=O)c2ccccc2)cc1,-1
Cc1ccc(/C=N\NC(=O)c2cc(OCC(F)(F)F)ccc2OCC(F)(F)F)cc1,2
O=C(CN1C(=O)c2ccc([N+](=O)[O-])cc2C1=O)NCc1ccco1,12*
C=CCn1cn[nH]c1=S,1
COc1ccccc1-c1cc(C(F)(F)F)nc(S(=O)(=O)CCCC(=O)N2CCOCC2)n1,0
COc1ccc(N2C(=O)CC(N3CCN(c4ccc(S(C)(=O)=O)cc4)CC3)C2=O)cc1 (stereo not drawn),-3
Cc1c(C(N)=O)sc2nc(-c3ccccc3)cn12,0

# Grouped by structure, the entries above containing a nitro group on carbon
SMILES,TbREL1 inh
COc1ccc(CC(=O)Oc2ccccc2[N+](=O)[O-])cc1,0
O=C(CN1C(=O)c2ccc([N+](=O)[O-])cc2C1=O)NCc1ccco1,12*

# Continued.
SMILES,TbREL1 inh
CC(=O)Nc1ccc(NC(=O)CN(c2ccc(F)cc2)S(=O)(=O)c2ccc3c(c2)OCCO3)cc1,0
CC(O)[C@H]1CNC(=S)N1CCc1cccc(F)c1 (stereo partly drawn),-2
Cc1cc2nc(-c3nnnn3Cc3ccccc3)c(=O)[nH]c2cc1C,1
COc1ccc(C(=O)Nc2ccc(C(=O)N3CCCCC3)cc2)cc1OC,0
CC(C)(C)OC(=O)[C@H](Cc1ccccc1)NC(=O)c1nc[nH]c1C(=O)NCc1ccccc1,1
CCCc1[nH]n(-c2nc3ccccc3s2)c(=O)c1C=NCCCN(CC)CC,-2
CS(=O)(=O)C1=NSC2=NC(=O)/C(=C\c3cccn3-c3ccc(Cl)cc3)C(=N)N21,5
CCOC(=O)c1c(/N=C/C2C(=O)CC(C)(C)CC2=O)sc(C)c1C,1
CCN(C(=O)COC(=O)c1ncc(Cl)c(Cl)c1Cl)c1c(N)n(Cc2ccccc2)c(=O)[nH]c1=O,2
O=C(CCCCCN1C(=O)[C@@H]2Cc3ccccc3CN2C1=O)Nc1ccccc1Cl,0
OCC[C@H]1C[C@H](O)[C@@H](O)[C@@]2(OCCCc3ccccc32)O1,5
CCOC(=O)CNC(=S)n1cnc(N)n1,3
Cc1ccc(CN2CCCCC(NC(=O)c3ccc4ccccc4c3)C2=O)cc1 (stereo not drawn),0
O=C(/C=C/Nc1ccc(Br)cc1F)c1ccco1,-2
COc1ccc(OC[C@@H](O)CNC(=O)c2cccc3c2C(=O)c2ccc(Cl)cc2S3(=O)=O)cc1,1
Clc1ccc(Sc2ccc(/C=N/n3cnnc3)o2)cc1,-2
COC(=O)[C@@]12C[C@@H](CC(=O)N3CCOCC3)C(=O)N(Cc3ccccc3)C1=CCC(C)(C)C2,0
CN1C[C@@H]2C(c3ccccc3)C3(c4cccnc4)CC2(C3)[C@H]1c1ccccc1 (stereo partly drawn),-2
On1c(-c2ccccc2)nc2ccccc21,0
COc1ccc(N(C(=O)CNS(=O)(=O)c2ccccc2)C(C(=O)NCc2ccco2)C(C)C)cc1 (stereo not drawn),-1

# A draw from above in order of formula weight, low to high:
SMILES,TbREL1 inh
O=C(Nc1ccccc1N1CCCC1)c1ccco1,-4
CC(O)[C@H]1CNC(=S)N1CCc1cccc(F)c1 (stereo partly drawn),-2
CCC(=O)N1CCc2nc(-c3ccccc3)sc2C1,5
Cc1cccc(Cn2cc(COC(=O)Nc3ccc(F)cc3)nn2)c1,15*
CN1C[C@@H]2C(c3ccccc3)C3(c4cccnc4)CC2(C3)[C@H]1c1ccccc1 (stereo partly drawn),-2
Cc1cccc(NC(=O)C2CCCN(S(=O)(=O)c3c(C)nn(C)c3C)C2)n1 (stereo not drawn),2
COc1ccc(CN(C)CC(=O)Nc2cc3oc4ccccc4c3cc2OC)c(OC)c1,1

# Next part
SMILES,TbREL1 inh
COc1cc(SC#N)ccc1N=Cc1c(C)[nH]n(-c2ccc(C)cc2)c1=O,-3
Clc1ccc(C2=NNC(=NCc3ccc4c(c3)OCO4)SC2)cc1,0
COc1ccc(C#CC2=CC(=O)CC(C)(C)C2)cc1,-1
O=C(CCN1CCCCCC1)Nc1cccc(Cl)c1,2
CCOC(=O)N1CCC(N2Cc3cccc(C(=O)NC(C)c4ccc5c(c4)OCCO5)c3C2=O)CC1 (stereo not drawn),-3
CCN(CC)C(=O)C1CCCN(Cc2nc(-c3cccs3)no2)C1 (stereo not drawn),-3
CCCCN(C)c1c(C)nc2ccc(C(=O)NCc3cccs3)cn12,-2
C[C@@]12C(=O)N(c3ccc(Cl)cc3)C(=O)N1[C@@H]1c3ccccc3OC[C@@H]1[C@H]2c1ccccc1,5
CCCCN(C(=O)CC1CCCC1)c1c(N)n(CCCC)c(=O)[nH]c1=O,1
Cc1ccc(C)c(OC(=O)c2cncc(Br)c2)c1,-1
O=C(c1ccco1)N1CCN(C(=O)c2ccccc2OC(=O)C23CC4CC(CC(C4)C2)C3)CC1,0
Cc1cc(NC(=O)CSc2nnc(Nc3ccccc3)s2)no1,0
O=C(CNC(=O)C1CCCCC1)OCC(=O)c1ccc(F)cc1,1
COc1ccc(C(=O)c2c3ccc(OC)cc3[n+]([O-])n2Cc2ccc(C(N)=O)cc2)cc1,-1
CC1Cc2ccccc2N1S(=O)(=O)c1cccs1 (stereo not drawn),-5
CC(C)NC(=O)C1CCN(C2CCN(C(=O)/C=C/c3cccs3)CC2)CC1,9
Cc1nc2sc3c(c2c(=O)[nH]1)CCCC3,5
COc1ccc(CN2CCN(c3cccc(C)c3C)CC2)cc1OC,1
O=[N+]([O-])c1ccc(N2CCN(c3cccc(Cl)c3)CC2)cn1,2
C=CCn1c(CNc2ccc(C)cc2)nnc1SCC(=O)N/N=C/c1ccc(O)cc1O,3
O=C(NC(=S)Nc1ccccn1)c1ccc([N+](=O)[O-])cc1,-2

# Fetched by structure from above, 2 records:
SMILES,TbREL1 inh
Cc1cc(C)nc(NC2=NCC(=O)N2c2ccc(Cl)cc2)n1,0
CCN(CC)C(=O)C1CCCN(Cc2nc(-c3cccs3)no2)C1 (stereo not drawn),-3
